Assay outcomes deposited in PubChem by several laboratories.
IEC-6 tox = kills IEC-6 intestinal cells in KLF5 counter-screen; IEC-6 cytotoxicity, luminescence viability; inhibition, % at 5 µM; 0.78% of 290,000 active; AID 1825; in the data active = inhibition above about 22%;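 also: 0% = plate median of test compound wells and 100% = cytotoxic reference compound wells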
TRPC6 act = activates the mouse TRPC6 cation channel; Q61143; HEK293-TRPC6 membrane potential dye fluorescence; stronger effect = higher value; B-score at 10 µM; 0.13% of 310,000 active; AID 2550;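 active = B-score of the integrated fluorescence ratio above library mean plus 3 SD, and starting fluorescence ratio within library mean plus 5 SD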;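 also: higher score means more depolarization so channel activation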
TRPC4 inh = TRPC4 (mouse) channel inhibition; B-score at 10 µM; AID 2247; 0.39% of 300,000 active; HEK293 TRPC4beta/mu-opioid, DAMGO-evoked Fluo4 calcium flux; stronger effect = lower value; Q9QUQ5;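 active = B-score over 3 SD under the library average, no early fluorescence shift, positive overall ratio signal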
Target sequence (Q9QUQ5 whole entry, looked up): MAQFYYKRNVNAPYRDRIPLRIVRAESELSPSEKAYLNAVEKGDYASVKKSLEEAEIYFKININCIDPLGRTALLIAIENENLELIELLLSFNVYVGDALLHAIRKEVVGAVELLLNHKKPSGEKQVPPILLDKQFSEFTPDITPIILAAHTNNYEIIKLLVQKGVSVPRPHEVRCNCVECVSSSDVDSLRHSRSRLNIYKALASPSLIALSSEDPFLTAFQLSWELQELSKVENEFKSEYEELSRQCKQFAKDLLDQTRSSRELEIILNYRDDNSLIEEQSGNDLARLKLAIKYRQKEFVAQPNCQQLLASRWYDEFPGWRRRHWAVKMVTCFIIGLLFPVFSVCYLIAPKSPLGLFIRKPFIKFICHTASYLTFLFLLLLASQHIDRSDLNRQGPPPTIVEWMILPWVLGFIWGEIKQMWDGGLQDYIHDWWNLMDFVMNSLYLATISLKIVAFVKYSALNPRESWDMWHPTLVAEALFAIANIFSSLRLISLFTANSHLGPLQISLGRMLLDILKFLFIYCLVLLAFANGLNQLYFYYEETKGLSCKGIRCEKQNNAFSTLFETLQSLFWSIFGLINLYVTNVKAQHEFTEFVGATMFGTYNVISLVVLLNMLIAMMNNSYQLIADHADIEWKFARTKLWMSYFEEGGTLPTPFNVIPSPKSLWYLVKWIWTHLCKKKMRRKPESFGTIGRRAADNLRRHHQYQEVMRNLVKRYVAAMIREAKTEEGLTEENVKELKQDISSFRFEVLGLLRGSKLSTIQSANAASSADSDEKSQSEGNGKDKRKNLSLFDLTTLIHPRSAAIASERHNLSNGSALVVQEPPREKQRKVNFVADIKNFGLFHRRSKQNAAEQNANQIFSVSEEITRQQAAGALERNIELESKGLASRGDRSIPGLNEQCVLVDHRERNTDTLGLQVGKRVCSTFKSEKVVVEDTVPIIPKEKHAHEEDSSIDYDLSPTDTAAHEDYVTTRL
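material = TRPC4beta/mu-opioid receptor HEK293 cell line | probe or stimulus = sequential submaximal and maximal DAMGO stimulation | compound dosing = one concentration per compound | measured by = Fluo4 Ca2+ flux fluorescence | evaluation = integrated fluorescence ratio relative to baseline, converted to per-well B score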
SKKanGAS inh = inhibitors of SKKanGAS S. pyogenes growth in kanamycin (SK-promoter or general growth effect) | BacTiter-Glo, 6 h | inhibition, % at 7.5 µM | 1.3% of 300,000 active;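 active = mean replicate score, as percent of positive control median, at least 50; inconclusive = mean below 50 but one replicate at or above 50; inactive = mean and every replicate below 50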;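 also: strain carries kanamycin resistance gene driven by streptokinase promoter and grows in 40 µg/ml kanamycin; loss of luminescence reflects streptokinase promoter inhibition or plain growth inhibition; 0% = median of DMSO wells and 100% = positive control at its reference dose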
aSyn 5UTR inh = 5' untranslated region of α-synuclein, MLPCN primary screen; inhibition, % (tested at 7.5 µM); alpha-synuclein 5'UTR reporter, inhibitor activity; 0.82% of 300,000 active; in the data active = inhibition above about 60%; inconclusive = no clear call, values can overlap the other calls;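 also: H4 neuroglioblastoma cells stably carrying SNCA 5'UTR luciferase fusion; 0% = DMSO wells and 100% = positive control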
MrgX1 antag = human MrgX1 receptor antagonism, primary screen; 1.3% of 310,000 active; Q96LB2; B-score at 10 µM; MRGX1-HEK293 calcium flux, Fluo-4, BAM8-22 antagonism; stronger effect = lower value;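 active = calcium-response B-score plate-corrected more than 3 library SD below zero, starting fluorescence within 5 deviations, no agonist response on first addition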;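 also: peak minus trough fluorescence over baseline after final BAM8-22 challenge near maximal dose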
TRPC6 inh = mouse TRPC6 channel inhibition | 1.1% of 310,000 active | HEK293-TRPC6, membrane potential dye, ACh-evoked depolarization; stronger effect = lower value | Q61143 | B-score at 10 µM;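 active = B-score under library mean minus 3 SD, initial fluorescence not abnormally high, positive integrated signal ratio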;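 also: B-score derived from integrated fluorescence ratio over the kinetic read; more negative B-score means stronger inhibition of depolarization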
TRPC4 PAM = allosteric potentiators of mouse TRPC4 channel; Q9QUQ5; HEK293 TRPC4beta/mu-opioid, DAMGO EC20, Fluo-4 Ca2+ flux; stronger effect = higher value; B-score at 10 µM; 0.42% of 310,000 active;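 active = B-score of calcium response area above 5 SD of library B-scores, with initial fluorescence ratio within 5 SD of library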;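 also: B-score of integrated fluorescence ratio over time as area under calcium response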
HIF act = HIF pathway transcriptional activation; U2OS HRE-luciferase reporter, luminescence; normalized: DMSO 0%, desferrioxamine 100%; activation, % at 7.5 µM (by protocol); 0.32% of 300,000 active;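 active = mean activation of at least 10% of the iron chelator positive control signal, with at least half of replicates also reaching 10%; inconclusive = mean and replicate majority disagree about reaching 10%; inactive = mean and most replicates under 10%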
TRPC4 agonist = opens the mouse TRPC4 cation channel; Q9QUQ5; B-score at 10 µM; HEK293 TRPC4beta/mu-opioid, Fluo4 calcium fluorescence; stronger effect = higher value; 0.49% of 310,000 active;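 active = B-score above 5 SD of library B-scores, and initial fluorescence ratio not above library mean plus 5 SD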;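 also: positive B-score marks a calcium rise read as TRPC4 activation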
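Assay system: HEK293 stable line with TRPC4beta plus mu-opioid receptor; schedule: 45 min room-temperature Fluo4 loading, 110 s read; technique: kinetic Fluo4 calcium fluorescence; evaluation: integrated baseline-normalised fluorescence ratio, converted to per-well B score; controls: buffer (low) and maximal DAMGO (high)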
KLF5 inhibitor = kruppel-like factor 5 inhibition; inhibition, % at 5 µM; DLD-1 KLF5 promoter-luciferase reporter, luminescence; 0.23% of 290,000 active;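 active = inhibition above a per-plate limit of that plate's mean compound inhibition plus 3 SD, cut at about 60% in these data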;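 also: 0% = DMSO wells and 100% = LY294002 at 200 µM; higher means less KLF5 promoter-driven luciferase light; inactives centre near -14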
* = called active by the depositor; i = inactive; ? = inconclusive; . = no result given.

Start of the data: the first 2 records (preview)
| molecule | TRPC6 act | TRPC6 inh | IEC-6 tox | SKKanGAS inh | TRPC4 inh | TRPC4 agonist | TRPC4 PAM | HIF act | MrgX1 antag | KLF5 inhibitor | aSyn 5UTR inh |
| --- | --- | --- | --- | --- | --- | --- | --- | --- | --- | --- | --- |
| CC(C)Oc1ccccc1C1CC(=O)Nc2cc3c(cc21)OCO3 (stereo not drawn) | i | i | 84* | -15 | i | i | i | -0.2 | i | 87* | 91* |
| O=C(O)C1SCCN1S(=O)(=O)c1ccc2ccccc2c1 (stereo not drawn) | i | i | 6 | 0 | i | i | i | 0.1 | i | 5 | 14 |

This part in full (from the top)
| molecule | TRPC6 act | TRPC6 inh | IEC-6 tox | SKKanGAS inh | TRPC4 inh | TRPC4 agonist | TRPC4 PAM | HIF act | MrgX1 antag | KLF5 inhibitor | aSyn 5UTR inh |
| --- | --- | --- | --- | --- | --- | --- | --- | --- | --- | --- | --- |
| CC(C)Oc1ccccc1C1CC(=O)Nc2cc3c(cc21)OCO3 (stereo not drawn) | i | i | 84* | -15 | i | i | i | -0.2 | i | 87* | 91* |
| O=C(O)C1SCCN1S(=O)(=O)c1ccc2ccccc2c1 (stereo not drawn) | i | i | 6 | 0 | i | i | i | 0.1 | i | 5 | 14 |
| COc1ccccc1N1CCN(C2CCCN(C(=O)c3cc(C4CC4)on3)C2)CC1 (stereo not drawn) | i | i | 1 | -6 | i | i | i | -0.3 | i | -20 | 27 |
| O=C(COC(=O)C(Cc1ccccc1)NC(=O)c1ccco1)NC1CC1 (stereo not drawn) | i | i | -9 | 4 | i | i | i | -0.6 | i | -24 | -2 |
| CC1CCCCC1NC(=S)Nc1ccc(SC(F)F)cc1 (stereo not drawn) | i | i | 8 | 42 | i | i | i | 1.9 | i | -8 | -23 |
| COc1cc(/C=C/C(=O)OCC(=O)Nc2ccccc2Cl)cc(OC)c1OC | i | i | -5 | -3 | i | i | i | -0.6 | i | -28 | 10 |
| CCS(=O)(=O)c1ccc(O)c(NC(=O)COc2ccc(Cl)cc2)c1 | i | i | 3 | 8 | i | i | i | 0.1 | i | -31 | -14 |
| Cc1onc(-c2ccccc2Cl)c1C(=O)N1CCOC12CCN(c1cccc(F)n1)CC2 | i | i | 1 | -7 | i | i | i | -0.1 | i | -29 | 14 |
| Cn1cc(CN2CC3C[C@@H]4CC2C[C@H](C3)C4)c(-c2ccc3c(c2)OCCO3)n1 | i | i | 5 | -11 | i | i | i | 1.8 | i | -32 | -21 |
| Cc1cc(C(=O)OCC(=O)NCCC(C)C)c2ccccc2n1 | i | i | 0 | 1 | i | i | i | -0.2 | i | 7 | 14 |
| COc1cc(NC(=O)CNC(c2ccccc2)c2ccccc2)cc(OC)c1OC | i | i | 0 | 6 | i | i | i | 0.6 | i | -22 | -5 |
| CCc1cc2c(=O)c(-c3ccc4c(c3)OCCO4)coc2c(CN2CCCCC2C)c1O (stereo not drawn) | i | i | 4 | ? | i | i | i | 0.0 | i | -8 | -65 |
| CC(C)(C)OC(=O)NN=C(c1ccc(O)cc1)c1ccc(O)cc1 | i | i | -3 | 8 | i | i | i | 0.2 | i | -11 | 12 |
| C=CCc1cc(Cl)ccc1OCCNCCOC | i | i | 6 | -2 | i | i | i | -0.2 | i | -32 | 7 |
| O=c1nc2ccccc2c2n1CC(CN1CCN(c3ccccc3F)CC1)N2 (stereo not drawn) | i | i | 2 | -1 | i | i | i | -0.5 | i | 2 | 21 |

Look-ups from above:
Result for CCS(=O)(=O)c1ccc(O)c(NC(=O)COc2ccc(Cl)cc2)c1 under KLF5 inhibitor: -31
Result for CC(C)Oc1ccccc1C1CC(=O)Nc2cc3c(cc21)OCO3 (stereo not drawn) under SKKanGAS inh: -15
Result for COc1ccccc1N1CCN(C2CCCN(C(=O)c3cc(C4CC4)on3)C2)CC1 (stereo not drawn) under KLF5 inhibitor: -20
Result for CCc1cc2c(=O)c(-c3ccc4c(c3)OCCO4)coc2c(CN2CCCCC2C)c1O (stereo not drawn) under KLF5 inhibitor: -8

More results:
| molecule | TRPC6 act | TRPC6 inh | IEC-6 tox | SKKanGAS inh | TRPC4 inh | TRPC4 agonist | TRPC4 PAM | HIF act | MrgX1 antag | KLF5 inhibitor | aSyn 5UTR inh |
| --- | --- | --- | --- | --- | --- | --- | --- | --- | --- | --- | --- |
| O=C(CNC1CCCCCC1)c1cccs1 | i | i | -2 | 0 | i | i | i | -0.6 | i | -6 | -7 |
| CCOC(=O)COc1cc(OCC(=O)OCC)c2c3c(c(=O)oc2c1)CCCC3 | i | i | 7 | 5 | i | i | i | -22 | i | 4 | -31 |
| COc1cccc(NC(=O)c2ccccc2-c2ccccc2C(=O)O)c1 | i | i | -1 | -1 | i | i | i | 0.7 | i | -27 | -15 |
| COc1ccc(NC(=O)CCNS(=O)(=O)c2ccc(NC(C)=O)cc2)cc1Cl | i | i | -6 | -8 | i | i | i | 0.0 | i | -15 | -13 |
| C[C@H](NC(=O)OC(C)(C)C)c1nnc(SCC(=O)Nc2cccc(Cl)c2)o1 | i | i | 2 | 4 | i | i | i | . | i | -13 | -19 |
| CCn1cc(C(=O)OCC(=O)c2cc(C)n(-c3ccc(OC(F)F)cc3)c2C)c(=O)c2ccc(C)nc21 | i | i | -3 | 19 | i | i | i | -0.7 | i | 1 | 17 |
| CCOc1cc(/C=C2\SC(=S)N(NS(=O)(=O)c3ccc(C)cc3)C2=O)ccc1O | i | i | . | 27 | i | i | i | 0.0 | i | . | -9 |
| Cc1cc(C(=O)O)c2ccccc2n1 | i | i | -2 | -6 | i | i | i | -0.1 | i | -15 | 21 |
| COc1ccc(CCNC(=O)C(=O)NN=C2CCCCCCC2)cc1OC | i | i | -5 | -6 | i | i | i | -1.0 | i | -4 | 12 |
| NC(=O)c1ccccc1N=Cc1ccccn1 | i | i | 3 | 9 | i | i | i | -0.3 | i | -4 | 1 |
| C/C(=N/NS(=O)(=O)c1cccc([N+](=O)[O-])c1)c1c[nH]c2ccccc12 | i | i | -4 | 1 | i | i | i | 0.4 | i | -24 | -5 |
| O=C(CCNC(=O)c1ccc([N+](=O)[O-])cc1)Nc1ccc(N2CCOCC2)cc1N1CCOCC1 | i | i | -4 | 1 | i | i | i | -0.7 | i | -25 | 1 |
| Cc1ccc(-c2nc3ccc(Cl)cc3n2OC(C)C(=O)O)cc1 (stereo not drawn) | i | i | 4 | 4 | i | i | i | -0.1 | i | 66* | -127 |
| O=C(O)CCSc1nnc(SCC(=O)NCC(F)(F)F)s1 | i | i | -2 | 4 | i | i | i | -0.1 | i | 4 | 4 |
| Nc1cccc2c1C(=O)N(CCOc1ccccc1F)C2=O | i | i | 2 | 3 | i | i | i | -1.0 | i | 33 | 30 |
| Cc1ccccc1NC(=O)CSc1nnc(CNC(=O)c2ccco2)n1C | i | i | . | 15 | i | i | i | -0.1 | i | . | 1 |
| CCOc1ccccc1NC(=O)C(OC(=O)c1ccc(CC)cc1)c1ccccc1 (stereo not drawn) | i | i | -3 | 13 | i | i | i | 0.0 | i | -27 | 22 |
| CCCSc1nnc(CNS(=O)(=O)c2ccc(C)cc2)n1C | i | i | -6 | -6 | i | i | i | -0.2 | i | -41 | -10 |
| COc1cccc(N2CC(NS(=O)(=O)c3cccnc3)CC2=O)c1 (stereo not drawn) | i | i | . | -2 | i | i | i | 0.0 | i | . | 0 |
| COc1ccc(C(=O)NCCCCCCNC(=O)c2ccc(OC)cc2)cc1 | i | i | -2 | -7 | i | i | i | -0.2 | i | -61 | -60 |
| CCN(CC)S(=O)(=O)c1ccc2oc(Nc3ccc(OC)cc3OC)nc2c1 | i | i | 1 | -1 | i | i | i | -0.1 | i | -17 | 3 |
| Cc1ccc(NC(=O)c2cccs2)cc1NC(=O)c1ccc(F)cc1 | i | i | 1 | 10 | i | i | i | -0.3 | i | -26 | 22 |
| CC(=O)c1cccc(NC(=O)N[C@@H](CC(C)C)C(=O)O)c1 | i | i | -7 | 3 | i | i | i | -0.2 | i | 7 | -14 |
| COc1cccc(N(C(=O)CS(=O)CC(=O)Nc2ccc(F)cc2)C(C(=O)NC2CCCCC2)c2cccs2)c1 (stereo not drawn) | i | i | -8 | -3 | i | i | i | -0.1 | i | -18 | 33 |
| CCCCn1c(N)c(N(Cc2ccccc2OC)C(=O)CCSC)c(=O)[nH]c1=O | i | i | -7 | 0 | i | i | i | -0.1 | i | -21 | 19 |
| Cn1c(CNC(=O)c2ccc(Cl)cc2)nnc1SCC(=O)Nc1sc2c(c1C#N)CCCC2 | i | i | 6 | -4 | i | i | i | 0.5 | i | -23 | 6 |
| O=C(CSc1nnnn1-c1ccc(F)cc1)Nc1ccc(N2CCOCC2)c(Cl)c1 | i | i | 1 | -4 | i | i | i | -0.3 | i | 2 | 25 |
| CCC(=O)c1c(NC(CC)CO)cc(C)oc1=O (stereo not drawn) | i | i | -3 | -1 | i | i | i | -0.2 | i | -26 | 8 |
| O=C(Nn1c(C2CCCCC2)nc2ccccc2c1=O)c1ccc([N+](=O)[O-])cc1 | i | i | 2 | 4 | i | i | i | -0.1 | i | -18 | 11 |
| O=C(/C=C/c1ccc(Cl)cc1)N(c1ccccn1)C1CCCCC1 | i | i | 1 | 1 | i | i | i | -1.5 | i | -2 | 14 |
| O=C(CSc1nccc(=O)[nH]1)c1c[nH]c2ccccc12 | i | i | 2 | -1 | i | i | i | 0.1 | i | -2 | 2 |
| O=C(CCCc1nc(-c2ccc(Cl)cc2)no1)NCC1CCCO1 (stereo not drawn) | i | i | -3 | -4 | i | i | i | -0.7 | i | -21 | 1 |
| CC(=O)Nc1ccccc1NS(=O)(=O)c1ccccc1[N+](=O)[O-] | i | i | 2 | -2 | i | i | i | -0.4 | i | 13 | 1 |
| O=[N+]1C2=C(CCCC2)N([O-])C12CCCC2 | i | i | 3 | 9 | i | i | i | 0.1 | i | 19 | -29 |
| COc1ccc(/C=N/NC(=O)c2cccc(C(F)(F)F)c2)cc1 | i | i | 2 | -9 | i | i | i | -0.6 | i | -14 | 8 |
| Cc1cccc(N(Cc2ccc(Cl)cc2)S(C)(=O)=O)c1 | i | i | -6 | 16 | i | i | i | -0.2 | i | -1 | -17 |
| O=C(NCCCCc1ccccc1)C12CN(Cc3ccccc3)CC1C(c1cccc([N+](=O)[O-])c1)=NO2 (stereo not drawn) | i | i | 2 | 11 | i | i | i | 0.4 | i | 5 | 12 |
| CC(=O)n1cc(/C=N/NC(=O)c2sc(C)nc2C)c2ccccc21 | i | i | 6 | 18 | i | i | i | 0.6 | i | 21 | -28 |

This is a random part of the collection, and some 5.8% of all compounds hit somewhere here.
